Screening results (PubChem)
CHO-K1 Ca antag: counter-screen for M1 antagonists: effect in parental CHO-K1 cells | AID 602250 | ATP-induced calcium, Fluo-8 fluorescence | inhibition, % at 3 µM | 0.6% of 360,000 active;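 active = inhibition above a per-plate cutoff, the plate's mean sample inhibition plus 3 SD, cut at about 24% in these data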;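 note: 0% = DMSO plus EC80 ATP and 100% = DMSO alone without ATP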
M1 PAM parental: nonselective calcium activators in parental CHO-K1 cells, primary screen, counter-screen for M1 PAM project, cell-based, Fluo-8 calcium fluorescence, full deck, 1536-well. ATP EC20; 0% at ATP EC20, 100% at ATP max. activation, % at 3 µM. 0.02% of 360,000 active. AID 602247, 2012;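 active = activation above the run cutoff, the mean activation of all test compounds plus 3 SD, cut at about 40% in these data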;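 note: peak over basal fluorescence ratio in a 140 s read after ATP addition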
CHO-K1 Ca ag: counter-screen for M1 agonists: effect in parental CHO-K1 cells; activation, % at 3 µM; Fluo-8 calcium fluorescence; scaled to maximal ATP response, vehicle zero; AID 602248, 2012; 0.48% of 360,000 active; in the data active = activation above about 15%;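 note: untransfected CHO-K1 host cells lacking M1 receptor as counterscreen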
M1 antag: human M1 muscarinic receptor antagonists, primary screen, CHO-K1 cells, Fluo-8 calcium fluorescence, 1536-well; AID 588852, 2011; CHO-K1 hM1, ACh EC80 antagonist; 1.3% of 360,000 active; inhibition, % at 3 µM; Muscarinic acetylcholine receptor M1 (Homo sapiens), P11229;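 active = percent inhibition above its own plate's cutoff, namely the mean of that plate's compound wells plus 3 SD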;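 note: peak over basal fluorescence ratio during 140 s after agonist addition; 0% = ACh EC80 plus DMSO and 100% = DMSO alone without agonist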
CHO parental Ca: ATP-evoked calcium signal inhibitors, parental CHO, primary screen, counter-screen for OX1R antagonist project, cell-based, fluorescence, Fluo-8 calcium dye. inhibition, % at 5.6 µM. 0.63% of 330,000 active. parental CHO-K1, ATP-induced calcium, Fluo-8 fluorescence. AID 463079, 2010;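 active = inhibition above that plate's mean sample inhibition plus 3 SD, cut at about 26% in these data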;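 note: 0% = ATP-challenged DMSO wells and 100% = DMSO wells without ATP; some compounds past the cut are filed as inactive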
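Test system: untransfected parental CHO cell line. Compound: one dose, 5.6 µM nominal. Detection: intracellular calcium via Fluo-8 no-wash fluorescent dye. Measure: % inhibition. Benchmarks: ATP-challenged DMSO wells low, unchallenged DMSO wells high.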
TAAR1 ag: human TAAR1 agonists, primary screen, Fluo-8 calcium fluorescence, CHO RD-HGA16 cells | activation, % at 3 µM | vehicle wells 0%, saturating PEA agonist 100% | AID 624467, 2012 | Trace amine-associated receptor 1 (Homo sapiens), Q96RJ0 | 0.99% of 360,000 active;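 active = activation above the mean activation of all test compounds in the run plus 3 SD, cut at about 38% in these data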
Target sequence (Q96RJ0 whole entry, looked up): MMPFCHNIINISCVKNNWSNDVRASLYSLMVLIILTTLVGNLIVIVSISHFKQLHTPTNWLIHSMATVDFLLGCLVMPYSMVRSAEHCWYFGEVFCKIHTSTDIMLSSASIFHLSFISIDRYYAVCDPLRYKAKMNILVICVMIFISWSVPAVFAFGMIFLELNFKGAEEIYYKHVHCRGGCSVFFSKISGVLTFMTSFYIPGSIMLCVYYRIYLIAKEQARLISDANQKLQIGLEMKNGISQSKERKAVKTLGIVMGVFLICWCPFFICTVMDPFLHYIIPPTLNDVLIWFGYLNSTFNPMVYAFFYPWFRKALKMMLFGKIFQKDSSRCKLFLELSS
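Assay system – CHO-derived RD-HGA16 cells with stable Gα16 and human TAAR1 · Compound dosing – one-point dosing at 3 µM (nominal) · Incubation – 17-24 h seeding, 75 min 37 °C dye, 30 min RT · Measured by – kinetic Fluo-8 calcium fluorescence · Control set – DMSO vehicle as 0%, PEA at EC100 as 100% · Repeats – single well for each compound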
TAAR1 antagonist: human TAAR1 antagonists, primary screen, Fluo-8 calcium fluorescence, CHO RD-HGA16 cells; Trace amine-associated receptor 1 (Homo sapiens), Q96RJ0; antagonist; inhibition, % at 3 µM; 1.5% of 360,000 active; AID 624466, 2012;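 active = inhibition above a per-plate cutoff, the mean inhibition of test compounds on that plate plus 3 SD, cut at about 49% in these data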;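 note: 0% = DMSO plus EC80 beta-PEA response and 100% = DMSO alone without agonist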
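Material: RD-HGA16 CHO cells with stable hTAAR1 and Gα16; Dosing: single nominal final test compound concentration of 3 µM; Schedule: seeding 17-24 h prior, 75-min 37 °C, 30-min RT dye loading; Detection: kinetic Fluo-8 calcium fluorescence measurement; Measure: % inhibition from peak post-agonist over basal fluorescence ratio; Benchmarks: vehicle and agonist controls.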
OXTR potentiate: human OXTR potentiators, primary screen, fluorescence, CHO-OTR cells, Fluo-8 calcium | Oxytocin receptor (Homo sapiens), P30559 | Fluo-8 calcium fluorescence, potentiator mode; 0% = oxytocin EC15, 100% = EC100 | activation, % at 3 µM | 0.061% of 320,000 active;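 active = activation above that plate's cutoff, the mean activation of tested compounds plus 3 SD, cut at about 6.6% in these data, passing the limit was not always enough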;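 note: 100% uses oxytocin at 75 nM as the full agonist control; some results filed as inactive read as strong as hits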
Target sequence (P30559 whole entry, looked up): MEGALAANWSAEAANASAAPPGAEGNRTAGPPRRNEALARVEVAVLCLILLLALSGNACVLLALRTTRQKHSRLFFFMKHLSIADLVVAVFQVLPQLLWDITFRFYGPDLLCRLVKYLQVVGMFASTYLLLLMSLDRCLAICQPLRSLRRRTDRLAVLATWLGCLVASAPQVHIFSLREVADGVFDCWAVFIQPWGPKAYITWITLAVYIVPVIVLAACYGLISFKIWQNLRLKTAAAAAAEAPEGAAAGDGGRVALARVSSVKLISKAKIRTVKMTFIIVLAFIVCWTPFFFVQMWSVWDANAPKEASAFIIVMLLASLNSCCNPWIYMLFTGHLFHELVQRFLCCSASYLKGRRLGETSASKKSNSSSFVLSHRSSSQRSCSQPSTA
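Measured by – Fluo-8 calcium dye fluorescence · Test system – human OTR in CHO cells · Dosing – one concentration, 3.0 µM compound · Controls – EC15 oxytocin alone as 0%, 75 nM oxytocin as 100% · Evaluation – normalized max/min fluorescence ratio, % activation · Timing – 6 min pre-incubation, 100 s read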
CHRM1 agonist: human M1 muscarinic receptor agonists, primary screen, Fluo-8 calcium fluorescence, CHO-K1 cells, HTS; activation, % at 3 µM; Muscarinic acetylcholine receptor M1 (Homo sapiens), P11229; CHO-K1 hM1, agonist mode; 0% DMSO, 100% acetylcholine EC100; 0.33% of 360,000 active; AID 588814, 2011;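 active = activation above the run's mean compound activation plus 3 SD, cut at about 16% in these data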;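 note: peak over basal fluorescence ratio within a 140 s kinetic read after compound addition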
An asterisk follows results filed as active; / = no result given. Hits appear at their usual frequency, and some 4.2% of all compounds hit somewhere here.

SMILES | CHO-K1 Ca antag | M1 PAM parental | CHO-K1 Ca ag | M1 antag | CHO parental Ca | TAAR1 ag | TAAR1 antagonist | OXTR potentiate | CHRM1 agonist
COc1ccc(NS(=O)(=O)c2ccc(C)c(C(=O)NC3CCN(Cc4ccccc4)CC3)c2)cc1 | 9 | 6 | 1.9 | -3 | -11 | 6 | -3 | -5 | -3
COc1ccccc1-c1ccc2nnc(SC)n2n1 | -1 | 15 | -0.6 | -9 | -5 | -1 | -24 | -4 | -4
COCCn1c(SCC(=O)Nc2nnc(C)s2)nnc1-c1ccco1 | 3 | 0 | -0.1 | -2 | -15 | 6 | 3 | -1 | -3
CCOCCn1c(C(C)O)nc2ccccc21 (stereo not given) | -9 | 12 | -0.1 | -18 | -5 | 4 | -23 | -5 | -1
CC1CCCCN1S(=O)(=O)c1ccc(C(=O)Nc2nnc(-c3ccccc3Cl)o2)cc1 (stereo not given) | -16 | 18 | 0.2 | -13 | -13 | 4 | 6 | -5 | -4
O=C(N[C@@H](Cc1ccccc1)C(=O)NC1CC1)c1ccc(Cl)cc1 | -10 | 7 | -0.3 | -19 | -12 | 0 | -11 | 0 | 0
Cc1ccc(S(=O)(=O)N2CCCC2C(=O)NCCc2nc3ccccc3[nH]2)cc1 (stereo not given) | -1 | 15 | 0.2 | -4 | -19 | 3 | 9 | -12 | 0
CCOC(=O)c1sc(NCc2ccco2)c(-c2nc3ccccc3s2)c1N | 2 | 3 | 0.7 | -6 | -18 | -1 | 7 | 3 | -3
O=C(NC(=S)Nc1ccc(S(=O)(=O)N2CCCC2)cc1)C1CCC1 | -3 | 14 | 2.9 | 24 | -5 | 3 | 5 | -8 | -14
CCN(CC)S(=O)(=O)c1ccc(OC)c(NC(=O)CSCc2c(C)noc2C)c1 | -4 | 3 | 0.1 | -1 | -24 | 1 | 5 | -2 | -3
Nc1ccc(S(=O)(=O)Nc2nccs2)cc1N=Nc1ccccc1[N+](=O)[O-] | -12 | 2 | -0.2 | -6 | / | 0 | 6 | / | -2
COc1ccccc1Cc1c(-c2ccc(OC)c(OC)c2)nc2ccc(C)cn12 | -15 | 14 | 1.5 | -22 | / | -1 | -25 | / | -4
Cc1coc2c(C)c3oc(=O)c(CCC(=O)NCCCN4CCOCC4)c(C)c3cc12 | 7 | 3 | 0.0 | -7 | -13 | 1 | -3 | -4 | -14
COc1cccc(C(=O)Nc2ccc(NC(C)=O)cc2)c1 | 4 | 9 | 0.3 | 5 | -2 | 3 | 4 | -3 | -3
O=C(c1cccc(S(=O)(=O)Nc2ccc(Br)cc2)c1)N1CCC1 | -11 | 15 | 2.0 | -12 | -15 | 2 | -26 | -5 | -2
COc1ccc(N(C)C(=O)CC2(CC(=O)O)CCCCC2)cc1 | -9 | 15 | 0.2 | -10 | -7 | 5 | -5 | -12 | -4
CCC(=O)N1CCc2cc(S(=O)(=O)N3CCN(c4ccccc4)CC3)ccc21 | -16 | 20 | -0.3 | -17 | -9 | 1 | -23 | -6 | 1
CC1CN(c2ccc([N+](=O)[O-])cn2)CC(C)O1 (stereo not given) | -10 | 3 | 0.2 | -10 | -3 | 2 | -18 | -5 | -4
CC(=O)Nc1ccc(CN2C(=O)C(C)(C)ON=C2c2ccc(NC(C)=O)cc2)cc1 | -3 | 8 | 0.4 | -7 | / | 1 | -7 | / | -2
COc1cc(NC(=O)CSc2nc(C)c(C)c(C)n2)cc(OC)c1 | -10 | 9 | 1.6 | -6 | -1 | 3 | 11 | -15 | 0
Cc1ccc(NC(=O)C2CCC(CNc3c(N4CCC(C)CC4)c(=O)c3=O)CC2)cc1F (stereo not given) | -8 | 14 | 0.1 | -11 | -5 | 0 | -5 | -5 | -3
COc1ccc(S(=O)(=O)NCc2ccco2)cc1C(=O)N1CCOCC1 | -15 | 10 | 1.8 | -4 | 1 | 3 | -1 | 0 | -3
CCOc1ccc(Cc2nc(-c3nonc3N)no2)cc1OCC | -16 | 21 | 1.3 | -33 | -18 | 1 | -4 | -12 | 3
COc1cccc(CNC(=O)C2CCCN(S(C)(=O)=O)C2)c1 (stereo not given) | -4 | 0 | -0.2 | -4 | 1 | 4 | 2 | 2 | 3
COCCn1nnnc1CN(CCCN1CCOCC1)Cc1cc2c(C)ccc(C)c2[nH]c1=O | -13 | 25 | 0.0 | -11 | / | 2 | -8 | / | -4

Continued:
SMILES | CHO-K1 Ca antag | M1 PAM parental | CHO-K1 Ca ag | M1 antag | CHO parental Ca | TAAR1 ag | TAAR1 antagonist | OXTR potentiate | CHRM1 agonist
O=C(CSc1nc(-c2ccccc2)nc2ccccc12)Nc1nccs1 | -14 | 5 | 0.1 | 0 | -13 | 9 | 10 | -6 | -4
Cc1c(Cl)cccc1NC(=O)CNc1cccc(C(F)(F)F)c1 | -2 | 12 | 1.4 | -11 | -23 | 4 | 10 | -1 | -8
CN(C)S(=O)(=O)c1ccc2nc(NC(=O)c3cccnc3)sc2c1 | -3 | 17 | 1.8 | -8 | -2 | 10 | -6 | -18 | -2
COC(=O)CN1C(=O)[C@H]2[C@@H](/C=C/c3ccccc3)N3C(=O)CN(Cc4ccccc4)C(=O)[C@@]3(Cc3ccccc3)[C@H]2C1=O | -18 | -7 | 2.2 | -3 | -23 | 8 | 17 | -4 | -4
CCOc1ccccc1NC(=S)NNS(=O)(=O)c1c(C)cc(C)cc1C | -12 | 26 | 1.3 | -3 | -3 | 1 | -15 | -2 | -3
CN(C#N)c1nc(Cl)nc(Nc2cccc(Cl)c2)n1 | -9 | 25 | 0.2 | -5 | -19 | 13 | 8 | -6 | -8
Brc1ccc(-n2cccc2/C=N/n2cnnc2)cc1 | 0 | 4 | 0.5 | 2 | -3 | 8 | -1 | -10 | -4
O=C(Nc1cccn2ncnc12)c1ccc(Cl)cc1 | -3 | 11 | -0.1 | -11 | -14 | 3 | 1 | -9 | -4
CN(C(=O)c1ccc(Cl)c([N+](=O)[O-])c1)C1(C)CCS(=O)(=O)C1 (stereo not given) | 2 | 17 | 1.1 | -7 | -14 | 2 | -13 | -2 | -2
Cc1cc(C)n(CCCO)c(=O)c1C#N | -14 | 12 | 0.5 | 3 | 7 | 0 | 12 | -2 | -2
CCOC(=O)Cc1cc(=O)n2[nH]cc(-c3cccc(Br)c3)c2n1 | -9 | 14 | 0.1 | -1 | 3 | 7 | 13 | -2 | -8
Cc1ccc(OCCn2cnc3cc([N+](=O)[O-])ccc3c2=O)cc1 | -8 | -3 | 2.8 | 6 | -13 | 11 | 78* | -9 | -4
Nn1c(=O)[nH]c2c([nH]c3ccccc32)c1=O | -5 | 19 | 0.3 | 6 | 3 | 10 | -13 | -12 | -9
O=C(Cn1c(=O)n(CC(=O)NCc2ccccc2)c2ccccc21)NCc1ccccc1 | 14 | 0 | 0.0 | -5 | 0 | 9 | 9 | 0 | -2
COc1ccc(-n2nc([N+](=O)[O-])c(=NCCc3ccc(OC)c(OC)c3)n2O)cc1 | -11 | 15 | 5.8 | -11 | 1 | 5 | -20 | -11 | 0
CCN(CC)S(=O)(=O)c1ccc(N2CCCC2)c(C(=O)OCC(=O)Nc2cc(C)on2)c1 | 3 | -14 | 0.7 | 7 | -17 | 3 | -21 | -6 | 0
CCOc1ccc2c(c1)nc(NCCCO)n2Cc1ccccc1 | -7 | 21 | 1.1 | -10 | -14 | 4 | -15 | -14 | -3
COc1cc2c(cc1OC)C(C(=O)O)C(c1cc(Br)c(O)c(OC)c1)N(C)C2=O (stereo not given) | -4 | 2 | -0.2 | -18 | -6 | 6 | 0 | -2 | -2
Cc1cc(C)n2c(SC/C(O)=C(\C#N)c3nc4ccccc4[nH]3)nnc2n1 | 0 | -5 | -0.2 | 1 | 1 | 4 | 1 | -5 | 0
O=c1c(O)c(-c2cc(O)c(O)c(O)c2)oc2cc(O)cc(O)c12 | -4 | 8 | 0.8 | -14 | 5 | 13 | -29 | -3 | 3
Cc1cc(Cl)ccc1OCCn1cncn1 | -11 | 14 | 2.0 | -10 | -6 | 2 | 17 | 6 | -7
OC(COCc1ccccc1F)CN1CCCCC1 (stereo not given) | -13 | 21 | 0.4 | -10 | -8 | 0 | 1 | 0 | -6
CN(C)C(=O)c1ccc(NC(=O)CC2SC(N3CCCC3)=NC2=O)cc1 (stereo not given) | 0 | 7 | 0.0 | -9 | -8 | -1 | 6 | 8 | 0
Cc1ccc(C)c(NC(=O)Cn2nc(C(F)(F)F)cc2C2CC2)c1 | -41 | 2 | 0.4 | -20 | -3 | 18 | 10 | -5 | 1
O=C1OCC2=C1C(c1ccc(F)cc1)CC(=O)N2c1ccccc1 (stereo not given) | -13 | 13 | 1.4 | -8 | -3 | / | / | -7 | -6

Other records
SMILES | CHO-K1 Ca antag | M1 PAM parental | CHO-K1 Ca ag | M1 antag | CHO parental Ca | TAAR1 ag | TAAR1 antagonist | OXTR potentiate | CHRM1 agonist
CCOC(=O)N1CCN(S(=O)(=O)N2CCCC(C(=O)NCc3ccc(F)cc3)C2)CC1 (stereo not given) | 2 | 9 | 0.8 | -2 | -12 | 2 | -8 | -11 | 0
NS(=O)(=O)c1cccc(NC(=O)CCC(=O)c2cccs2)c1 | -7 | 16 | 1.7 | -12 | 1 | 0 | 6 | -4 | -5
O=C(NCCc1ccc(Cl)cc1)C1CCN(S(=O)(=O)N2CCCC2)CC1 | 1 | 2 | 5.1 | -9 | -17 | 14 | 43 | -10 | 5
C=CCC1=C/C(=C\c2c(N)n3nc(CC(=O)N4CCOCC4)sc3nc2=O)C=C(OC)C1=O | -6 | 25 | 3.2 | 3 | -3 | 8 | -16 | -8 | 0
O=C(Nc1ccon1)c1cccc(S(=O)(=O)N2CCCCCC2)c1 | -5 | 10 | 0.3 | -9 | -16 | 6 | 1 | -5 | -3
COc1ccc(Nc2nc3c(C)cccn3c(=O)c2C=O)cc1 | -10 | 12 | 2.4 | -7 | / | 2 | -9 | / | -4
